M. tuberculosis: growth inhibition of non-replicating M. tuberculosis (AID 488890). Mycobacterium tuberculosis non-replicating, growth inhibition; higher % means a stronger effect. inhibition, % at 25 µM; hits with a dose series show IC50 in µM. hit rate 0.39% among 320,000; in the data active means a potency from the dose series; inconclusive means inhibition mostly from about 82% at the one dose, without a potency; inactive means the rest, 99 in 100 with inhibition below about 76%;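 further: plate controls were DMSO cells for no effect and high antibiotic wells for full effect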
Salmonella PhoP GFP: Inhibition of PhoP regulon, Salmonella typhi GFP reporter cells, confirmation, 4 h (AID 1850). one-dose inhibition, % at 50 µM; IC50 in µM for titrated hits. Salmonella Typhi PhoP-promoter GFP reporter, fluorescence, 4 h; higher % means a stronger effect. hit rate 0.33% among 310,000; in the data active means a potency from the dose series; inconclusive means inhibition mostly from about 25% at the one dose, without a potency; inactive means the rest, 99 in 100 with inhibition below about 19%;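 further: 0% = induced wells with vehicle and 100% = uninduced wells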
influenza NS1A: H1N1 influenza NS1A inhibitors, functional cell based assay (AID 504329) | inhibition, % at 12.5 µM, or IC50 in µM where a hit was titrated | NS1A functional cell-based assay, percent inhibition; higher % means a stronger effect | hit rate 0.3% among 340,000; in the data active means a potency from the dose series; inconclusive means inhibition above about 27% without an active follow-up result; further: strong numbers were not always called active
inhibitors of VEEV: inhibitors of VEEV TC-83 cytopathic effect, confirmation, Vero cells (AID 588727). Vero cells, VEEV TC-83 cytopathic effect inhibition; higher % means a stronger effect. one-dose inhibition, % at 20 µM; IC50 in µM for titrated hits. hit rate 0.13% among 350,000; in the data active means a potency from the dose series; inconclusive means inhibition mostly from about 14% at the one dose, without a potency; inactive means the rest, 99 in 100 with inhibition below about 12%; further: strong numbers were not always called active
M. tuberculosis HTS: M. tuberculosis growth inhibition, HTS (AID 449762) | M. tuberculosis H37Rv growth inhibition, 7H9 media; higher % means a stronger effect | inhibition, % at 25 µM, or IC50 in µM where a hit was titrated | hit rate 0.59% among 330,000; in the data active means a potency from the dose series; inconclusive means inhibition above about 70% without an active follow-up result;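 further: bacterial growth assessed after seven days of incubation; strong numbers were not always called active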
inhibitors of VEEV 10K pilot screen: further read-out of inhibitors of VEEV, marked with its call; inhibition, %; measured here: 10K pilot screen inhibition
An asterisk follows results filed as active; i = inactive; ? = inconclusive; nt = not tested or not shown.

SMILES	M. tuberculosis	Salmonella PhoP GFP	influenza NS1A	inhibitors of VEEV	M. tuberculosis HTS	others
COC(=O)c1ccccc1NC1c2ccccc2C(=O)N1c1cccnc1 (stereo not given)	15%	7%	4%	0.9%	-6%
COc1ccc(OC/C(O)=C(\C#N)c2nc3ccccc3[nH]2)cc1	2%	-13%	3%	1.9%	-6%
Cc1cc2ncn(S(=O)(=O)c3ccc(S(=O)(=O)N4CCCCCC4)cc3)c2cc1C	-19%	-9%	-9%	i	-5%
COc1cc(S(=O)(=O)NC2CCCCC2C)ccc1Cl (stereo not given)	-4%	5%	2%	5.1%	-2%
NS(=O)(=O)c1ccc(NC(=O)c2ccc3c(c2)CCN3S(=O)(=O)c2ccccc2)cc1	-12%	3%	4%	2.1%	4%
Cc1ccc(C(=O)NCC(=O)OCC(=O)c2c(N)n(C)c(=O)n(C)c2=O)cc1C	-21%	nt	1%	4.3%	1%
CN1C(=O)C2C3c4ccccc4C(c4ccccc43)[C@@H]2C1=O (stereo not given in full)	0%	2%	-2%	0.1%	1%
COc1ccc(-c2nnn(CC(=O)N(CC(=O)NC3CCCC3)c3ccccc3F)n2)cc1OC	0%	-2%	-2%	4.2%	1%
NNC(=O)CSc1cccc2cccnc12	-18%	7%	-7%	1.3%	8%
O=C(Cn1cnc2ccccc2c1=O)NCCC(=O)Nc1ccc2c(c1)OCO2	-7%	5%	-5%	1.0%	2%
Cc1ccc(CNC(=O)C2CCN(S(=O)(=O)N3CCC4(CC3)OCCO4)CC2)cc1	33%	4%	18%	0.1%	6%
CCOC(=O)C1C(c2ccc(OC)c(OC)c2)c2c([nH][nH]c2=O)CC1(C)O (stereo not given)	1%	0%	16%	2.4%	3%
CC(C)(c1ccccc1)c1ccc(OCCCNCCO)cc1	59%	72µM*	1%	1.6%	4%
CN1C(=S)SC(N(O)C(=O)NC2CCCCC2)C1(C)C (stereo not given)	-14%	-8%	1%	i	-5%
Cc1ccc(NC(=O)N(O)C2CCCCC2C#N)cc1 (stereo not given)	nt	nt	-24%	1.0%	nt
NS(=O)(=O)c1ccc(CCNC(=O)CSc2ccccc2)cc1	0%	-1%	14%	1.2%	-7%
CN(C)CCNc1nc2c(c(=O)[nH]c(=O)n2C)n1CCCc1ccccc1	nt	nt	1%	1.2%	-5%
Cc1c(C(=O)N2CCC(Cc3ccccc3)CC2)cccc1[N+](=O)[O-]	2%	5%	8%	i	-2%
COc1ccc(CCNC(=O)c2nnn(CC(=O)Nc3ccccc3)c2N)cc1OC	-13%	-5%	15%	5.5%	-4%
COc1ccccc1NS(=O)(=O)c1cc(NC(=O)c2ccncc2)ccc1N1CCCC1	18%	21%	9%	3.5%	1%
C=CCNc1cnn(-c2ccccc2)c(=O)c1Cl	52%	-4%	3%	0.5%	5%
CCn1c(Cc2cccs2)nnc1SCC(=O)Nc1ccc(OC)c(OC)c1	2%	-5%	0%	0.5%	-9%	inhibitors of VEEV 10K pilot screen=1.0
CC1(C)CCCN(C(=O)c2coc(=O)c(Br)c2)C1	nt	nt	-7%	i	nt
C/C(CCc1oc2ccccc2c1-c1ccc(C)o1)=N/O	34%	0%	2%	3.7%	3%
CN1CCCN(S(=O)(=O)c2cccc(Cl)c2Cl)CC1	-6%	17%	0%	0.3%	3%
COc1cc(NC(=O)COc2ccccc2Cl)ccc1NC(=O)C(C)C	27%	13%	-7%	0.9%	15%
Cc1c(N=Cc2cc(Br)cc(Br)c2O)cccc1C(=O)O	?	41µM*	-7%	i	14%
CNC(=O)c1ccccc1NC(=O)C1CC(=O)N(C(C)C)C1 (stereo not given)	-9%	-6%	0%	0.5%	0%
CCC(=O)Nc1ccc(C(=O)n2ccc(C)n2)cc1	6%	-6%	-2%	0.6%	-6%
OCCNCCCCSc1ccc(Cl)cc1	40%	8%	4%	1.0%	-2%	inhibitors of VEEV 10K pilot screen=0.2

An excerpt from above in order of molar mass, ascending.
SMILES	M. tuberculosis	Salmonella PhoP GFP	influenza NS1A	inhibitors of VEEV	M. tuberculosis HTS	others
OCCNCCCCSc1ccc(Cl)cc1	40%	8%	4%	1.0%	-2%	inhibitors of VEEV 10K pilot screen=0.2
C/C(CCc1oc2ccccc2c1-c1ccc(C)o1)=N/O	34%	0%	2%	3.7%	3%
CNC(=O)c1ccccc1NC(=O)C1CC(=O)N(C(C)C)C1 (stereo not given)	-9%	-6%	0%	0.5%	0%
COc1cc(NC(=O)COc2ccccc2Cl)ccc1NC(=O)C(C)C	27%	13%	-7%	0.9%	15%
CCn1c(Cc2cccs2)nnc1SCC(=O)Nc1ccc(OC)c(OC)c1	2%	-5%	0%	0.5%	-9%	inhibitors of VEEV 10K pilot screen=1.0
COc1ccc(CCNC(=O)c2nnn(CC(=O)Nc3ccccc3)c2N)cc1OC	-13%	-5%	15%	5.5%	-4%

The list goes on:
SMILES	M. tuberculosis	Salmonella PhoP GFP	influenza NS1A	inhibitors of VEEV	M. tuberculosis HTS	others
COc1cc(NS(=O)(=O)c2ccc(NC(=S)NC(=O)C3CCCC3)cc2)nc(OC)n1	59%	4%	-6%	2.1%	1%
COCCN(C(=O)CSc1nnc(-c2cccc(F)c2)n1N)c1c(N)n(Cc2ccccc2)c(=O)[nH]c1=O	-5%	-6%	-16%	0.4%	-5%
COCCCn1c(SCC(=O)OC2CCCCC2)nnc1-c1ccco1	nt	-3%	18%	i	nt
COc1cc(-c2cc(C(=O)Nc3ccc(S(=O)(=O)NCc4ccco4)cc3)c3ccccc3n2)cc(OC)c1OC	-15%	-7%	18%	5.1%	4%	inhibitors of VEEV 10K pilot screen=9.2
C=CCSc1nnc(NC(=O)c2cn(CC)c3nc(C)ccc3c2=O)s1	7%	5%	4%	8.9%	1%
C=CC[C@@H](CC(=O)N(CCO)Cc1ccccc1)C(=O)NC[C@@H](OC(=O)[C@@H](CC=C)CC(=O)OC(C)(C)C)c1ccccc1	37%	nt	-1%	2.1%	0%
CC(C)NS(=O)(=O)c1ccc(NC(=O)C2CCCCC2)cc1	-4%	-10%	19%	i	-12%
COC(=O)c1[nH]c(C)c(/C(O)=C2\C(=O)C(=O)N(CCN(C)C)C2c2cc(OC)ccc2OC)c1C (stereo not given)	6%	3%	-12%	i	-10%
Cc1nn(C(=O)N2CCOCC2)c(C)c1C	-3%	8%	-3%	1.6%	-4%
COc1cc(-c2cc3nc4ccccc4n3c(N)c2C#N)cc(OC)c1OC	4%	11%	-6%	?	-1%
COc1cc(/C=N/Nc2nc3ccccc3s2)ccc1O	16%	9%	3%	8.3%	51%
CCOC(=O)C1=C(COC(=O)c2ncc(Cl)c(Cl)c2Cl)NC(=O)NC1C (stereo not given)	-7%	-6%	-13%	0.2%	1%
Cc1ccccc1CN1C(=O)C(C)S/C1=N/N=C/c1ccco1 (stereo not given)	6%	6%	10%	i	1%
COc1cc(N2CCCC2)c(OC)cc1/C=C(/C#N)c1ccc(Br)cc1	7%	6%	12%	i	6%
COc1cc(CNCCO)ccc1OCC(=O)Nc1ccc(Br)cc1	22%	16%	1%	i	0%
Cn1c(=O)c(C(=O)Nc2ccccc2S(N)(=O)=O)c(O)c2ccccc21	13%	-4%	11%	3.4%	1%
N#Cc1ccccc1Cn1c(-c2cscn2)nc2ccccc21	11%	-1%	1%	i	-13%
N#CCC(=O)Nc1ccc(C(=O)Nc2ccc3c(c2)OCO3)cc1	16%	nt	-6%	6.0%	-7%
COc1nc(-c2ccccc2)nc(C)c1CC(=O)O	-7%	0%	5%	2.0%	-1%
CC(O)CNCCNCc1c(OCc2ccccc2)ccc2ccccc12 (stereo not given)	?	21%	-3%	1.9%	9%
CCN(CC)S(=O)(=O)c1cccc(NC2=NCCCCC2)c1	14%	-3%	12%	1.1%	-2%
Cc1cc(NC(=O)c2cccc(C)c2[N+](=O)[O-])no1	-1%	-3%	-3%	0.1%	1%
CCCCN(C(=O)CSCc1c(C)noc1C)c1c(N)n(CCC)c(=O)[nH]c1=O	-6%	2%	-10%	1.7%	-8%
Cc1cc(NC(=O)c2ccc(C)c([N+](=O)[O-])c2)no1	-17%	-7%	3%	0.6%	9%
COc1ccc(-c2nn(-c3ccccc3)cc2/C=C/C(=O)OCC(=O)Nc2ccccc2C#N)cc1	-4%	13%	-6%	i	1%
O=S(=O)(N/N=C/c1ccccc1F)c1ccccc1	-2%	4%	0%	i	-1%
COc1ccc(-c2nc(CS(=O)CC(=O)NC3CCCCCC3)c(C)o2)cc1 (stereo not given)	-10%	2%	-1%	2.2%	2%
CC(=O)Nc1ccccc1C(=O)OCC(=O)c1ccc2ccccc2c1	28%	0%	19%	5.8%	10%
COc1ccc(NC(=O)C(Br)C(C)C)cc1 (stereo not given)	7%	2%	12%	1.7%	-3%
c1cc(C(c2nnnn2C2CCCC2)N2CCOCC2)ccn1 (stereo not given)	10%	-9%	-1%	i	-3%
CCOC(=O)C(NC(=O)c1ccccc1)C(C)(C)SCc1ccccc1 (stereo not given)	nt	nt	0%	0.9%	nt
CNn1cnc2ccsc2c1=O	-5%	5%	1%	0.5%	-5%
COc1cc(C2N(c3ccc(Cl)c(Cl)c3)C(=O)C3CCCN32)cc(OC)c1OC (stereo not given)	-1%	3%	3%	4.9%	-17%	inhibitors of VEEV 10K pilot screen=0.1
COc1ccccc1CC(NC(C)=O)C(=O)NC1CCN(C(=O)c2cccc(Cl)c2)CC1 (stereo not given)	11%	-3%	-10%	0.7%	7%
Cc1cc(-c2nnc(SCC(=O)Nc3ccc(F)c(F)c3)n2N)n[nH]1	9%	5%	1%	0.1%	0%
Cc1ccc(S(=O)(=O)N2CCN(C(=O)CSc3nnnn3C)CC2)c(C)c1	5%	3%	-14%	i	1%
Cc1ccc(CNC(=O)CCCc2nc3ccccc3s2)cc1	43%	3%	2%	i	9%
CC(C)c1ccc(/C=N/NC(=O)c2cc(-c3cccc([N+](=O)[O-])c3)n[nH]2)cc1	-7%	6%	0%	1.9%	-6%
OCCN1CCN(c2ncnc3c2sc2nc(N4CCOCC4)c4c(c23)CCC4)CC1	34%	-4%	9%	5.1%	?
C=CC[C@@H](CC(=O)N[C@@H](CO)Cc1ccccc1)C(=O)NC[C@@H](OC(=O)[C@@H](CC=C)Cc1ccc(F)cc1)c1ccccc1	-4%	nt	-3%	i	8%
Cc1ccccc1C(=O)NC1CCN(CC(=O)Nc2ccccc2Cl)CC1	2%	-5%	0%	i	-4%
O=C(CSc1nnc(NC(=O)c2ccccc2F)s1)NCC1CCCO1 (stereo not given)	19%	0%	1%	8.1%	-10%
COc1ccc(CN2CCC(C(=O)Nc3ccc(Oc4cccnc4)cc3)CC2)cc1	12%	-3%	-8%	2.4%	-16%
O=C(CSC1=NC(=O)C(c2ccccc2)C(=O)N1)Nc1ccccc1[N+](=O)[O-] (stereo not given)	18%	0%	-6%	0.8%	?
O=C(NCc1ccco1)/C(=C/c1ccco1)NC(=O)c1ccco1	8%	0%	8%	2.0%	0%

Pulled by structure from the entries so far, two records:
SMILES	M. tuberculosis	Salmonella PhoP GFP	influenza NS1A	inhibitors of VEEV	M. tuberculosis HTS	others
C=CC[C@@H](CC(=O)N[C@@H](CO)Cc1ccccc1)C(=O)NC[C@@H](OC(=O)[C@@H](CC=C)Cc1ccc(F)cc1)c1ccccc1	-4%	nt	-3%	i	8%
CNn1cnc2ccsc2c1=O	-5%	5%	1%	0.5%	-5%

Continued:
SMILES	M. tuberculosis	Salmonella PhoP GFP	influenza NS1A	inhibitors of VEEV	M. tuberculosis HTS	others
COc1ccc(N2CCN(C(=O)c3cn(CC4CCCCC4)nn3)CC2)cc1	47%	-2%	3%	2.9%	?
O=C(O)Cc1sc(Nc2cccc3ccccc23)nc1-c1ccc(Cl)cc1	14%	-1%	-20%	0.1%	9%
CN(C)C(=O)Oc1ccc(-c2nnco2)cc1	-45%	-3%	-12%	0.4%	-10%
O=C(N/N=C/c1sc(=O)n(-c2ccccc2)c1Cl)c1ccccc1	18%	-4%	10%	2.6%	4%
COCCN(C(=O)CSc1nc2ccc(C)cc2[nH]1)c1c(N)n(Cc2ccccc2)c(=O)[nH]c1=O	10%	5%	3%	0.2%	1%
N#Cc1cn(CC(=O)NCC2CCCO2)c2ccccc12 (stereo not given)	-5%	-1%	-9%	0.3%	-2%
O=C(CSc1nnc(CNC(=O)c2ccco2)o1)Nc1nc2ccccc2s1	-7%	-12%	1%	0.8%	-2%
Cc1ccc(C(=O)CCNc2ccccc2)o1	nt	-5%	-3%	i	23%	inhibitors of VEEV 10K pilot screen=7.3
CCOC(=O)c1ccc(CC2SC(N)=NC2=O)cc1 (stereo not given)	-5%	7%	-20%	1.7%	-13%
COc1ccccc1C(=O)N/C(=C\c1cn(S(=O)(=O)N(C)C)c2ccccc12)C(=O)N1CCOCC1	-3%	7%	-4%	3.4%	9%
Nc1ccc(Cl)c(S(=O)(=O)Nc2cccc(Cl)c2)c1	-8%	17%	-8%	1.4%	3%

Source: PubChem BioAssay
